Assay outcomes (PubChem)
MEX-5 binding – C. elegans MEX-5 TCR-2 RNA binding activity; Q9XUB2; MEX-5/FITC-TCR2 RNA binding, fluorescence polarization; hits give low values; activity score (negative = inhibition of binding), % at 10 µM; 300,000 tested, 0.38% active; AID 1832;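 active means inhibition past about -25% in most replicates, and total fluorescence under double the plate's negative control median, limit read from the data; inconclusive means replicates evenly split on the limit, or fluorescence at least double controls; inactive means too little inhibition in most replicates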;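 further: 0% = DMSO and -100% = 5 µM competing unlabeled TCR2 RNA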
Target sequence (Q9XUB2 whole entry, looked up): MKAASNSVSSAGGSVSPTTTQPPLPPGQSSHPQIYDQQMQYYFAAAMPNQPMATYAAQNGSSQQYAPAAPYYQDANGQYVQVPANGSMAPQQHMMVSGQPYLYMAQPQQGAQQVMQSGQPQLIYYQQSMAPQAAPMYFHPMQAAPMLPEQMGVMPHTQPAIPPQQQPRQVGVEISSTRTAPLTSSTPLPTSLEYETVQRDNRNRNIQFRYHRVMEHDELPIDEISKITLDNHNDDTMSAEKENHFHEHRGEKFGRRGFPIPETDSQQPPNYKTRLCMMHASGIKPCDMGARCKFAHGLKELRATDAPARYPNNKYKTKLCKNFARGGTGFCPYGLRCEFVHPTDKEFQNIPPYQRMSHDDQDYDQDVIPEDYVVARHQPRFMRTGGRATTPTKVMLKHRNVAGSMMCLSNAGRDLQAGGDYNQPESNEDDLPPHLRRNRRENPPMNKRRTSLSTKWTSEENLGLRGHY
GLD-1 RNA inh – GLD-1-TGE RNA interaction inhibition (C. elegans); purified GLD-1 + fluorescein TGE RNA, fluorescence polarization; AID 2280; inhibition, % at 5.96 µM; 320,000 tested, 0.44% active; Q17339;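 active means percent inhibition above a per-plate cutoff, the plate mean of test compounds plus 3 SD, cut at about 30% in these data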;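 further: 0% = DMSO wells with GLD-1 and probe and 100% = wells lacking GLD-1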
AGP1-GFP MLPCN – modulators of TOR pathway AGP1-GFP in S. cerevisiae. S. cerevisiae AGP1-GFP multiplex flow cytometry, 3 h; GFP as percent of DMSO wells. GFP response vs DMSO, % at 10 µM. 320,000 tested, 0.02% active. AID 2066;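 active means GFP response relative to DMSO above a set limit, near screen average plus 3 SD, cut at about 150% in these data; inconclusive means fewer than 70 cells counted for the yeast strain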;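 further: median GFP channel fluorescence of the gated AGP1 strain per well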
CIT2 TOR yeast – modulators of TOR pathway CIT2-GFP in S. cerevisiae; S. cerevisiae CIT2-GFP strain, flow cytometry, 3 h; 100 means same as DMSO wells; GFP response vs DMSO, % at 10 µM; 320,000 tested, 0.065% active; AID 2029;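 active means GFP response relative to DMSO above a set limit, near the screen mean plus 3 SD, cut at about 150% in these data; inconclusive means Fewer than 70 cells measured for a yeast strain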;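 further: ratio of well median GFP fluorescence to mean of DMSO wells on the plate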
GRK2 inh – inhibitors of human GRK2 displacing RNA aptamer | P25098 | bead flow cytometry, FAM-aptamer displacement from GRK2 | AID 488847 | 330,000 tested, 0.59% active | inhibition of aptamer binding, % at 10 µM;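 active means inhibition of aptamer binding above 40%, roughly 3 SD of noise, on plates passing a quality check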;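 further: median bead fluorescence of bound FAM aptamer so fluorescent compounds give negative values; no value below 0 was filed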
Bcl-xL primary – inhibitors of human Bcl-xL; inhibition, % at 10.9 µM; Q07817; 320,000 tested, 0.7% active; GST-Bcl-xL / FITC-Bim BH3 peptide fluorescence polarization; AID 2129;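 active means inhibition above the mean of all tested compounds plus 3 SD, cutoff set per campaign, cut at about 30% in these data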;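 further: 0% = DMSO wells and 100% = unlabeled Bim-BH3 peptide competitor; inhibitors lower millipolarization by displacing the labeled peptide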
Target sequence (Q07817 whole entry, looked up): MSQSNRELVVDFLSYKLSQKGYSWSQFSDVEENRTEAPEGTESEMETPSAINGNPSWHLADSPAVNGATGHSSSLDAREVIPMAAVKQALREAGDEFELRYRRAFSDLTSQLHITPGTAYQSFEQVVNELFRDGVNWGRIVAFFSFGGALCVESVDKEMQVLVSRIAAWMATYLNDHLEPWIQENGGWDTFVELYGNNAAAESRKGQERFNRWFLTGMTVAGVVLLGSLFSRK
Fam108B inh – Fam108B inhibition, counter-screen for RBBP9 inhibitors | 300,000 tested, 0.33% active | AID 1947 | recombinant Fam108B, FP-Rh probe fluorescence polarization | inhibition, % at 9.51 µM;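 active means inhibition above the screen mean inhibition plus 3 SD, computed separately per campaign, cut at about 18% in these data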;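 further: inhibitors lower polarization as less probe binds the enzyme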
VLA-4 inh – inhibition in a human VLA-4 binding assay; P13612; VLA-4 expressing cells, ligand binding flow cytometry; inhibition, % (about 7 µM as worked out from the volumes in the protocol); 330,000 tested, 0.2% active; in the data active means inhibition above about 50%
MCL1-BIM inh – MCL1-BIM-BH3 interaction inhibition (human); Q07820; GST-MCL1 / FITC-Bim-BH3 fluorescence polarization; inhibition, % at 10.9 µM; 320,000 tested, 0.68% active;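 active means inhibition above the mean inhibition of all tested compounds plus 3 SD, set per campaign, cut at about 40% in these data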;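 further: 0% = DMSO wells and 100% = unlabeled Bim-BH3 peptide control; higher means more loss of mP so more displacement of Bim peptide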
Target sequence (Q07820 whole entry, looked up): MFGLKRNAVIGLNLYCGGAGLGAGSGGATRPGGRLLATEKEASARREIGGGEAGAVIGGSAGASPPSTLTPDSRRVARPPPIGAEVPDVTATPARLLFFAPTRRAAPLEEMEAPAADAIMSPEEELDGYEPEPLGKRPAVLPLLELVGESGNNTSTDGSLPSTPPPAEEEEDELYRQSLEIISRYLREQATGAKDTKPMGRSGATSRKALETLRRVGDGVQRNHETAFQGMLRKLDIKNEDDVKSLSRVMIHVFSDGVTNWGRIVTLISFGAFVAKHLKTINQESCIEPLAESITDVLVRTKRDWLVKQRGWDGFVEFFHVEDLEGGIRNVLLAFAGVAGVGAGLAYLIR
Numbers without * were called inactive; ? = inconclusive; . = not tested or not shown; [ ] = another dose, or the depositor's remark.

SMILES	MEX-5 binding	GLD-1 RNA inh	AGP1-GFP MLPCN	CIT2 TOR yeast	GRK2 inh	Bcl-xL primary	Fam108B inh	VLA-4 inh	MCL1-BIM inh
Cc1cc(C)c(S(=O)(=O)c2ccccc2C(C)C)c(=O)[nH]1	2.8	.	96	100	2	.	.	0	.
CC(=O)c1cccc(NC(=O)CCNS(=O)(=O)c2cccc3nonc23)c1	0.2	-5	100	109	0	2	-2	-5	3
CSc1ccc(/C=C(\NC(=O)c2ccc(C)cc2)C(=O)Nc2cccc(C)c2)cc1	-1.2	-3	114	87	0	0	-9	11	-1
CS(=O)(=O)c1ccc2nc(NC(=O)Nc3ccc(Cl)c(Cl)c3)sc2c1	-0.4	4	104	100	0	6	-27	15	6
CN(CC(=O)Nc1sccc1C(N)=O)S(=O)(=O)c1ccc(Cl)cc1	.	-33	95	97	1	.	.	-16	.
CC1CC(C)CN(CCCNC(=O)Cn2ncc3c([nH]c4ccccc43)c2=O)C1 (centres undefined)	2.4	5	104	101	0	11	-1	7	3
COc1ccc(N2C(=S)N=C(Nc3cccc(C)c3)C23CCCCC3)cc1	1.5	-1	96	97	0	-3	-3	6	-2
COc1ccc(-c2cc(=O)c3cc(OC)ccc3o2)cc1	-0.3	9	100	102	0	-2	2	41	1
O=S(=O)(c1ccc(-n2cnnn2)cc1)N(C1CCCCC1)C1CCCCC1	1.4	2	92	89	0	-3	-1	-2	1
Cc1ccc(C)c(OC(=O)C2CSC3(C)CCC(=O)N23)c1C (centres undefined)	.	12	97	84	0	6	.	2	6
CN(C)c1ccc(C(=O)OCC(=O)NC2CCCCC2)cc1	4.3	-2	94	68	0	-2	-4	-8	-1
COC(=O)/C(=C\C(=O)c1ccc([N+](=O)[O-])cc1)Nc1ccc(OC)cc1	1.8	3	.	.	0	5	1	4	2
O=C1N=C(N2CCCC2)CN1c1ccccc1	0.5	8	97	99	4	0	1	12	-8
CC(C)n1c(N2CCN(S(=O)(=O)c3cccc([N+](=O)[O-])c3)CC2)nc2ccccc21	0.7	1	96	100	.	2	-1	11	1
CCOCc1cn(CC(=O)c2ccc([N+](=O)[O-])cc2)c(C)nc1=N	1.7	3	101	104	0	4	0	17	-4
COc1ccccc1-c1cc(C(=O)N2CCc3ccccc3C2)c2ccccc2n1	2.8	-5	83	73	2	0	1	22	-3
COc1ccc(CNC(=O)CN(Cc2ccco2)C(=O)CCC(=O)Nc2ccccn2)cc1	-2.3	2	89	92	3	0	0	5	-7
O=C(Nc1nccs1)C1CC(=O)N(c2ccc(F)cc2)C1 (centres undefined)	-2.3	0	99	103	3	4	-1	3	4
Cc1ccc(C)c(OCCCCN2CCNCC2)c1C	-1.7	8	19[may fluoresce violet]	?	0	7	1	13	6
CN(C)c1cncc(C(=O)O)c1	-0.5	2	110	109	1	2	0	0	3
COc1cccc(CNC(=O)C(c2ccc(Cl)cc2)C(C)C)c1 (centres undefined)	0.7	-4	100	97	1	0	-2	6	-7
Fc1cccc(F)c1/C=N/N1CCOCC1	-0.3	-1	97	102	4	9	2	13	-3
N#C/C(=C\N1CCOCC1)S(=O)(=O)c1ccc(Cl)cc1	1.4	-2	111	104	0	2	0	2	-4
COC(=O)c1sccc1N/C=C(\C#N)S(=O)(=O)C(C)(C)C	0.8	-1	.	.	0	2	2	0	7
COc1ccc(NS(=O)(=O)c2cc(Cl)ccc2Cl)cc1S(=O)(=O)N1CCCCC1	1.6	2	102	101	0	-3	1	-108	1
CC1(N2CCOCC2)CC2(O)C(=[N+]1[O-])CCc1c2no[n+]1[O-] (centres undefined)	-19	1	105	111	3	11	10	8	16
O=C(c1ccccc1)N1CCN(c2ncnc3sc4c(c23)CCC4)CC1	-0.8	2	99	100	1	4	8	-44	4
CCc1ccc(C(C(=O)NC2CCCC2)N(CCOC)C(=O)CCC(=O)Nc2cc(C)on2)cc1 (centres undefined)	-0.2	-10	100	96	1	2	-2	5	-3
O=C(c1ccc(-c2cccc(C(F)(F)F)c2)o1)N1CCN(c2ccccc2O)CC1	-1.5	6	104	105	0	3	4	9	11
Cc1ccc(C)c(OCCC(=O)NNC(=O)c2cc(C)oc2C)c1	.	2	100	102	2	1	.	3	0
COc1ccc2nc(NS(=O)(=O)c3ccc(NC(C)=O)cc3)sc2c1	-0.7	-1	96	96	0	5	1	10	0
CCCCn1c(N)c(N(CCOC)C(=O)CN(C)CC(=O)Nc2ccc(Cl)c(Cl)c2)c(=O)[nH]c1=O	.	0	108	100	1	.	.	-21	.
CCOCC(=O)Nc1cc(C(F)(F)F)ccc1Oc1cccc(Br)c1	-1.0	2	101	99	0	2	1	-6	-3
COc1ccc(NC(=O)CC2S/C(=N\c3nccs3)N(C)C2=O)cc1 (centres undefined)	-0.4	-3	101	97	1	1	4	3	3
CCCC(=O)NC(c1ccc(OC)c(OC)c1)c1c(O)ccc2ccccc12 (centres undefined)	0.4	-2	101	.	1	3	2	3	5
COc1cccc(CN2CCN(C(=O)Nc3ccc([N+](=O)[O-])cc3)CC2)c1	-0.3	-5	108	105	0	29	-4	-3	2
Cc1ccc(C(=O)O/N=C2\CCS(=O)(=O)c3sccc32)cc1	-2.2	7	96	94	0	3	-6	13	7
O=C(Cc1cccc2ccccc12)NNC(=O)c1ccc(Br)o1	2.4	-11	99	113	5	-1	2	-5	10
O=C(COc1ccccc1)Nc1cccc(-c2ccc(N3CCOCC3)nn2)c1	1.6	6	110	99	0	0	-2	2	0
CCN(CC)S(=O)(=O)c1cccc(C(=O)OC2CCOC2=O)c1 (centres undefined)	-2.3	-2	90	90	1	5	-2	7	3

Some entries already given with just MEX-5 binding and MCL1-BIM inh:
molecule	MEX-5 binding	MCL1-BIM inh
O=C(c1ccccc1)N1CCN(c2ncnc3sc4c(c23)CCC4)CC1	-0.8	4
CCc1ccc(C(C(=O)NC2CCCC2)N(CCOC)C(=O)CCC(=O)Nc2cc(C)on2)cc1 (centres undefined)	-0.2	-3

(cont.)
SMILES	MEX-5 binding	GLD-1 RNA inh	AGP1-GFP MLPCN	CIT2 TOR yeast	GRK2 inh	Bcl-xL primary	Fam108B inh	VLA-4 inh	MCL1-BIM inh
O=C(Nc1ccc(F)cc1)Nc1ccc2ccccc2n1	0.5	-5	94	99	0	3	1	-1	3
CCc1ccc(S(=O)(=O)/N=C2\C=C(Nc3ccc(O)cc3)C(=O)c3ccccc32)cc1	0.2	7	106	109	1	5	20*	11	12
Cn1c(C(=O)N2CCN(Cc3ccc4c(c3)OCO4)CC2)cc2sccc21	-0.5	-2	95	97	2	3	5	10	1
Cc1ccc(CNC(=O)C2CCC(=O)N2C2CCCCC2)cc1 (centres undefined)	2.1	4	101	103	0	3	-1	-7	0
Cc1ccc(NC(=O)c2ccc(Cl)cc2Cl)cc1O	3.0	-1	112	88	2	7	-1	8	6
CC(OC(=O)c1ccc(NC(=O)CC#N)cc1)C(=O)NCCC1=CCCCC1 (centres undefined)	.	-1	100	91	1	2	.	-1	-7
COc1ccc(COCC(CC(C)C)N2CCN(C(=O)c3cccc(C(F)(F)F)c3)CCC2=O)cc1 (centres undefined)	-0.2	8	74	60	0	0	-2	2	-4
COc1ccc(-c2nnc(SCC(=O)Nc3ccccc3)n2C)cc1	1.8	6	92	96	2	0	2	-11	-9
COc1ccccc1C(=O)N=c1sc2c(C)ccc(OC)c2n1C	-1.5	6	104	98	3	3	7	1	-3
Cc1ccc(NS(=O)(=O)c2cccc(C(=O)O)c2)cc1S(=O)(=O)N1CCOCC1	-0.3	3	94	101	1	9	4	1	7
COc1ccc(S(=O)(=O)NCCC(=O)NC(C)c2ccccc2)cc1 (centres undefined)	3.6	0	100	98	1	1	3	7	-8
O=C(Cc1ccc(-c2ccccc2)cc1)NCc1ccccc1	-1.6	-3	88	96	0	1	-12	29	-5
COC(=O)c1c(NC(=O)CSc2ccccc2N)sc(C)c1C	0.6	2	105	102	0	7	2	-9	3
CC1CCN(C(=O)CSc2n[nH]c(-c3cccs3)n2)CC1	2.1	4	96	102	4	0	0	5	0
O=C(NC1(C(F)(F)F)NC(=O)N(c2ccc(F)c(Cl)c2)C1=O)c1ccncc1 (centres undefined)	-0.4	-4	106	103	0	2	-1	1	-4
COc1ccc(CNC(=S)N/N=C(\C)c2ccc(OC)cc2)cc1	1.8	0	94	82	0	5	5	6	9
COC(=O)Cc1ccc(OCc2ccc(Cl)nc2)cc1	1.6	2	76	57	3	2	-2	-4	7
CC(=O)Oc1cc2c(C(=O)NCc3ccncc3)c(C)oc2c2ccccc12	2.2	-1	103	95	0	2	1	-10	-6
O=C(CN1C(=O)S/C(=C\c2ccc(C(=O)O)cc2)C1=O)Nc1ccccc1	-1.3	-9	98	98	0	-3	-8	1	-6
O=C(CNC(=O)c1ccc2c(c1)OCO2)NCc1cccs1	.	3	99	101	1	.	.	-20	.
CCCC(=O)Nc1ccc(OCC(=O)OC)cc1	2.9	-4	102	99	0	-1	-5	-9	2
O=c1c2cnn(-c3ccc(F)cc3)c2ncn1Cc1cccnc1	-1.4	-1	98	103	0	-2	4	5	-4
O=C(c1ccco1)N1CCN(C(=O)C2CC(c3ccccc3F)=NO2)CC1 (centres undefined)	2.4	8	104	100	0	0	4	11	-3
O=c1[nH]c2ccc(Cl)cc2c(-c2ccccc2)c1[N+](=O)[O-]	-0.4	1	105	107	4	9	1	22	10
O=S1(=O)CC2NC(=S)N(c3cccc(Br)c3)C2C1 (centres undefined)	1.0	7	101	98	4	4	-4	-2	8
O=C(NC(c1ccccc1)c1ccccc1)c1cccc(S(=O)(=O)NCc2ccccc2)c1	1.2	9	103	102	0	-3	-12	6	0
CCC(=O)N1C(Cc2ccccc2)COC1(C)C (centres undefined)	-2.8	8	91	87	6	1	2	1	2
CCc1ccc(/C(C)=N/NC(=O)C(O)c2ccccc2)s1 (centres undefined)	1.6	-1	93	91	4	-3	3	2	6
S=C(NCCc1ccccn1)Nc1cc(Cl)cc(Cl)c1	3.5	2	95	91	0	-1	0	12	10
CC1(C)CC(=O)C2=C(C1)Nc1ccccc1NC2c1ccc(F)cc1 (centres undefined)	-1.1	35*	108	111	0	46*	4	4	45*
O=C(NC1CCc2ccccc21)C1CCN(S(=O)(=O)c2ccc(-n3cnnn3)cc2)CC1 (centres undefined)	1.7	7	94	98	0	-2	-4	27	-1
COc1c(Br)cc(Br)cc1C(=O)Nc1ccccc1N1CCCC1	-3.3	.	92	94	0	.	.	4	.
O=C(Cc1ccccc1)NC(NCCCN1CCOCC1)(C(F)(F)F)C(F)(F)F	-5.1	-4	99	97	0	-8	1	3	-6
COc1cccc(Nc2nc(-c3ccccc3)nc3ccccc23)c1	1.2	4	84	91	1	2	-15	-5	8
Nc1nonc1-n1nnc(C(=O)N/N=C/C2CCCCC2)c1-c1ccccc1	2.7	7	101	113	3	-1	-2	3	10
Nc1c(C(=O)NCCc2ccccc2)nnn1Cc1ccc(Br)cc1F	1.6	2	94	97	50*	1	-12	11	1
COCCCNC(=O)CSc1nc2cc3c(cc2c(=O)n1CCCC(=O)NCc1ccc(OC)cc1)OCO3	1.1	-8	106	102	1	6	3	35	8
O=C(O)COCC(=O)Nc1cc(C(F)(F)F)cc(C(F)(F)F)c1	1.6	1	103	100	20	7	3	-3	2
